GPR35 arrestin U2OS = GPR35 antagonists blocking zaprinast-driven arrestin recruitment, primary screen, imaging, U2OS, beta-arrestin-GFP, zaprinast agonist (AID 2058); actives 0.052% (n = 290,000); inhibition, % at 10 µM, or IC50 in µM where a hit was titrated; U2OS GPR35 beta-arrestin-GFP translocation imaging, zaprinast antagonism; higher % means a stronger effect; G-protein coupled receptor 35 (Homo sapiens);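 active means inhibition of at least 50% with at least 30 cells and total cytoplasm GFP at most 10,000,000; inconclusive means under 30 cells or total GFP of 10,000,000 plus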
K1F lysis inhibition = inhibition of K1F phage lysis, E. coli UTI89, bacterial capsule biogenesis inhibitors, alamar blue (AID 488966). E. coli UTI89 K1F phage lysis, alamar blue, 2 h; higher % means a stronger effect. inhibition, % at 100 µM; hits with a dose series show IC50 in µM. actives 0.02% (n = 340,000);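 active means phage lysis inhibition, versus mean bacterial control, above a set limit; inconclusive means no clear call, values can overlap the other calls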;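 further: capsule biogenesis inhibitors block K1F phage lysis so surviving cells raise fluorescence; higher fluorescence means more inhibition of phage lysis; actives were called in the ten point dose series up to 300 µM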
Rac1 GTP hydrolysis = MgcRacGAP GTPase-activating activity inhibitors, confirmation, biochemical, ADP Hunter fluorescence; Rac GTPase-activating protein 1 (Homo sapiens); MgcRacGAP-stimulated Rac1 GTP hydrolysis, ADP Hunter fluorescence; higher % means a stronger effect; GST-tagged Rac1 F28L mutant substrate; one-dose inhibition, % at 30 µM; IC50 in µM for titrated hits; actives 0.6% (n = 340,000); AID 624330, 2012;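 active means first-screen hits whose inhibition reached a set limit at any dose in the follow-up dose series; inconclusive means inhibition above the set first-screen limit but never retested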;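 further: fluorescence reports GDP produced by GAP-driven GTP hydrolysis; strong numbers were not always called active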
SV40 large T antigen = SV40 large T antigen inhibitors, biochemical (AID 1903) | actives 0.39% (n = 310,000) | one-dose inhibition, % at 20 µM; IC50 in µM for titrated hits | SV40 large T antigen ATPase/helicase inhibition assay; higher % means a stronger effect; in the data active means a potency from the dose series; inconclusive means inhibition mostly from about 32% at the one dose, without a potency; inactive means the rest, 99 in 100 with inhibition below about 32%; further: strong numbers were not always called active
Salmonella PhoP GFP = inhibitors of PhoP regulon expression, primary screen, Salmonella Typhimurium, GFP reporter (AID 1863); S. Typhimurium PhoP-regulated promoter GFP reporter, 4 h; higher % means a stronger effect; inhibition, % at 50 µM, or IC50 in µM where a hit was titrated; actives 0.16% (n = 300,000);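 active means inhibition over 29.93%, a cutoff 3 SD above the screen mean, later confirmed by dose response; inconclusive means inhibition over 29.93% but no dose response follow-up; inactive means inhibition at most 29.93% or unconfirmed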;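 further: 0% = low Mg2+ inducing control and 100% = high Mg2+ repressing control; strong numbers were not always called active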
Dengue-2 NS5 capping = Dengue-2 NS5 methyltransferase inhibitors, primary screen, biochemical, confirmation dose response (AID 588689). Genome polyprotein (Dengue virus type 2 (strain 16681-PDK53)). inhibition, % at 25 µM; hits with a dose series show IC50 in µM. actives 0.3% (n = 340,000). Dengue-2 NS5 methyltransferase capping enzyme assay, biochemical; higher % means a stronger effect; in the data active means a potency from the dose series; inconclusive means inhibition above about 29% without an active follow-up result
RSV CPE inhibition = RSV antiviral activity via CPE protection, HEp-2 cells, primary 10 µM value included (AID 2391); HEp-2 cells, RSV-induced CPE inhibition; higher % means a stronger effect; one-dose CPE inhibition, % at 10 µM; IC50 in µM for titrated hits; actives 0.13% (n = 310,000); in the data active means a potency from the dose series; inconclusive means CPE inhibition mostly from about 23% at the one dose, without a potency; inactive means the rest, 99 in 100 with CPE inhibition below about 21%; further: strong numbers were not always called active
GPR55 LPI antagonism = GPR55 antagonists blocking LPI-driven arrestin recruitment, primary screen, imaging, U2OS, beta-arrestin-GFP, LPI agonist (AID 2013); G-protein coupled receptor 55 (Homo sapiens); U2OS GPR55 beta-arrestin-GFP translocation imaging, LPI antagonism; higher % means a stronger effect; one-dose inhibition, % at 10 µM; IC50 in µM for titrated hits; actives 0.13% (n = 290,000);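 active means spots per cell inhibited over 60%, with over 100 cells counted and total cytoplasm intensity under 500,000; inconclusive means wells with under 100 cells, flagged as likely toxic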;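 further: U2OS cells stably carrying GPR55 and arrestin-GFP stimulated by 5 µM LPI near EC80; imaged beta-arrestin-GFP aggregate spots per cell after agonist stimulation; plate controls were LPI-stimulated DMSO wells for no effect and DMSO wells without LPI for full effect; some results filed as inactive read as strong as hits; confirmed hits need IC50 under 10 µM and bright autofluorescent wells are also inconclusive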
HIV fusion peptide = inhibitors of HIV fusion peptide binding, primary screen, biochemical, uHTS, fluorescence dequenching (AID 1986) | actives 0.3% (n = 290,000) | cell-free peptide binding, fluorescence dequenching, 30 min; higher % means a stronger effect | one-dose inhibition, % at 20 µM; IC50 in µM for titrated hits; in the data active means inhibition mostly above about 52%, no sharp cut-off; inactive means mostly below about 76%; further: some results filed as inactive read as strong as hits
Dengue-2 NS5 capping pilot replicate = second read-out of Dengue-2 NS5 capping, no call of its own (marks repeat the call); inhibition, %; measured here: pilot screen replicate inhibition
An asterisk follows results filed as active; ? = inconclusive; / = not tested or not shown; & = joins results of further samples; [ ] = dose if it differs, or a comment.

SMILES	GPR35 arrestin U2OS	K1F lysis inhibition	Rac1 GTP hydrolysis	SV40 large T antigen	Salmonella PhoP GFP	Dengue-2 NS5 capping	RSV CPE inhibition	GPR55 LPI antagonism	HIV fusion peptide	others
CC(=O)Nc1ccccc1OC(=O)N(C)C	13%	0.5%	4%	5%	-11%	1%	1.1%	9%	-4.1%
CCN1CCN(c2cc(=O)n3ccccc3n2)CC1	6%	0.1%	1%	3%	5%	-3%	1.2%	2%	2.2%
O[C@@H]1CCCC[C@H]1N1CCC(c2ccccc2)CC1	-15%&-13%	2.5%	1%	1%&18%&6%	10%&-1%&0%	0%	-0.7%	1%&-1%	0.0%&0.0%
Cn1c(=O)cc(OCCCC(=O)N2CCC3(CC2)OCCO3)c2ccccc21	-3%	0.2%	6%	-4%	5%	-7%	1.8%	-5%	0.9%
CCCC1(CCC)C(=O)NC(=NCc2ccccc2)NC1=O	-2%	0.2%	4%	2%	-8%	-9%	?	-4%	1.6%
CCn1c(P(C)(=O)O)nc2ccccc21	3%	3.0%	10%	3%	8%	-1%	1.9%	-4%	-0.7%
CN(C)CC#CCC(O)(c1ccccc1)C1CCCC1 (stereo unspecified)	-4%	0.5%	10%	14%	8%	-1%	-1.4%	12%	2.4%	Dengue-2 NS5 capping pilot replicate=-1.5
N#Cc1ccccc1Cn1cc(C(=O)c2ccccc2F)c2ccccc21	6%	0.6%	-4%	6%	-16%	-10%	6.4%	5%	1.8%
CN(C(=O)Oc1cccc2cccnc12)c1ccccc1	-8%	0.2%	2%	-11%	6%	-7%	-1.7%	-3%	47%
COC(=O)C1=C(c2ccc(F)cc2OCc2ccccc2)C[C@@H]2CC[C@H]1N2C(=O)NCc1cccc(OC)c1	/	1.0%	7%	/	/	0%	3.3%	/	/
O=C(Cc1ccc(Br)cc1)N1CCN(Cc2ccccc2)CC1	-6%	2.2%	9%	14%	2%	-5%	4.7%	10%	3.5%
CNC(=O)NC(O)C(Cl)(Cl)Cl (stereo unspecified)	0%	0.1%[50 µM]	10%	23%	-4%	0%	2.1%	10%	-0.4%
O=C(Nc1ccc(F)cc1F)c1cccn(Cc2ccccc2)c1=O	-3%	-2.4%	3%	16%	-4%	-9%	5.0%	8%	0.0%
CCC(CC)N1CCN(C(=O)Cc2ccccc2)CC1	-16%	-0.2%	20%	-2%	6%	-3%	0.0%	16%	0.7%
CCCC1C(=O)N2C(N(C)C)=Nc3ccc(C)cc3N2C1=O (stereo unspecified)	/	0.8%	11%	7%	-11%	-7%	1.2%	/	/
Nc1ccccc1C(=O)OCCOc1ccccc1	1%	0.7%	4%	8%	14%	-11%	1.4%	-8%	-3.3%
CN1CCC(N(C)c2nc(-c3ccccc3)nc3ccccc23)CC1	12%	5.3%	10%	-2%	8%	-6%	-2.8%	29%	2.0%
NP(=O)(OCC(F)(F)F)Oc1ccccc1 (stereo unspecified)	/	0.5%	5%	/	/	-2%	0.9%	/	/
CN1C(=O)C(=Cc2cccnc2)C(=O)N(C)C1=O	2%	-0.2%	9%	7%	-10%	-11%	1.8%	5%	0.2%
COc1ccc(CN2CCNCC2)c(OC)c1OC	-8%	5.2%&3.1%	6%&3%	26%&19%	1%&-8%	-1%&1%	-1.1%&0.4%	12%	0.3%

The closing two records of the section above lead into the next:
SMILES	GPR35 arrestin U2OS	K1F lysis inhibition	Rac1 GTP hydrolysis	SV40 large T antigen	Salmonella PhoP GFP	Dengue-2 NS5 capping	RSV CPE inhibition	GPR55 LPI antagonism	HIV fusion peptide	others
CN1C(=O)C(=Cc2cccnc2)C(=O)N(C)C1=O	2%	-0.2%	9%	7%	-10%	-11%	1.8%	5%	0.2%
COc1ccc(CN2CCNCC2)c(OC)c1OC	-8%	5.2%&3.1%	6%&3%	26%&19%	1%&-8%	-1%&1%	-1.1%&0.4%	12%	0.3%
O=S(=O)(c1ccc(Cl)cc1Cl)N1CCCC1c1cccnc1 (stereo unspecified)	7%	0.3%	10%	-3%	5%	5%	0.4%	1%	-1.6%
Cc1ccccc1CN1CCN(C(=O)Cc2ccccc2)CC1	-1%	6.4%	21%	2%	6%	-4%	0.9%	-5%	-0.6%
CC(C)(C)c1ccc(CSc2cnn(C(C)(C)C)c(=O)c2Cl)cc1	/	0.3%	6%	0%	-2%	-1%	-1.6%	-2%	-1.0%
CCCCCn1c(=O)c(C(=O)NCCc2ccccc2)c(O)c2ccccc21	-13%	0.1%	2%	5%	-10%	-4%	3.5%	17%	1.6%	Dengue-2 NS5 capping pilot replicate=1.5
Cn1c(O)c(C=NCCN2CCNCC2)c(=O)n(C)c1=O	-2%	-0.6%	1%	21%	8%	-1%	1.2%	6%	-4.3%
Cn1c2ccccc2c2c(C(=O)N3CCC4(CC3)OCCO4)cn(C3CCCCC3)c(=O)c21	16%	1.9%	5%	8%	0%	-7%	11%	-1%	-4.8%
NS(=O)(=O)c1ccc(N2CCNCC2)cc1	-18%	-3.3%	3%	17%	-3%	-7%	1.3%	0%	-0.2%
Cc1csc(=N)n1Cc1ccccc1	12%	6.7%	10%	3%	-3%	2%	0.3%	15%	2.0%
COC(=O)C1=C(c2cc3ccccc3s2)C[C@@H]2CC[C@H]1N2C(=O)NCCNC(C)=O	/	1.4%	2%	14%	/	-8%	-0.6%	/	/
CC(C)N1CCC2(CC1)NC(CO)(CO)CO2	19%	0.3%	3%	5%	9%	-3%	1.6%	5%	-1.2%
C[N+]1(C)C2CCC1CC(OC(=O)c1ccccc1)C2 (stereo unspecified)	-10%	0.0%	6%	14%	-9%	-12%	-1.1%	5%	-1.8%
C=CCNC(=O)c1c(N)n(Cc2ccco2)c2nc3ccccc3nc12	-2%	0.8%	8%	24%	-10%	-1%	6.3%	4%	1.0%
CCOC(=O)C1=C(C)OC(N)=C(C(=O)OCC)C12C(=O)Nc1ccc(Br)cc12 (stereo unspecified)	-5%	0.1%	7%	8%	4%	-3%	3.5%	6%	2.8%
COc1ccc(OCC(=O)N2CCN(C3CCC(c4ccccc4)CC3)CC2)cc1 (stereo unspecified)	-2%	0.3%	20%	3%	-1%	-5%	1.0%	-5%	-1.8%
COc1ccccc1-n1c(Cc2ccccc2)nc2ccccc2c1=O	5%	-0.2%	1%	/	/	-2%	6.2%	1%	-1.1%
Cc1ccc(C2CC3CCC(C2)N3Cc2ccccc2F)cc1 (stereo unspecified)	3%	1.3%	13%	/	/	-1%	/	34%	-0.8%
O=C(C1CC(=O)N(C2CCCCC2)C1)N1CCC2(CC1)OCCO2 (stereo unspecified)	12%	-0.3%	0%	2%	-10%	-1%	2.4%	9%	-1.6%
COc1ccc(-n2c(O)c(C=Nc3c(C)n(C)n(-c4ccccc4)c3=O)c(=O)[nH]c2=O)cc1	3%	0.9%	8%	4%	3%	-2%	0.7%	35%	7.5%
Clc1ccc(CCC(Cn2ccnc2)Sc2c(Cl)cccc2Cl)cc1 (stereo unspecified)	/	10%	-4%	16%	-1%	-1%	-2.7%	/	/
CN(C)C(Cc1ccccc1)C(=O)c1ccccc1 (stereo unspecified)	5%	-8.3%	5%	16%	-13%	-4%	0.9%	0%	-0.5%
COC(=O)C1=C(c2ccc(OC)c(OC)c2)C[C@@H]2CC[C@H]1N2C(=O)NCCCOC(C)C	/	1.7%	1%	/	/	-2%	-0.1%	/	/
O=C(c1ccc2c(c1)OCO2)C1CCCN(Cc2c(F)cccc2Cl)C1 (stereo unspecified)	-10%	0.6%[50 µM]	5%	0%	0%	1%	1.5%	-24%	-0.7%
COc1cc(CCN)ccc1O	/	1.7%	5%	26%	3%	-2%	-1.0%	/	/
CCOc1ccc(N=C2SCCCN2C)cc1	-2%	0.0%	3%	10%	-1%	-5%	1.4%	1%	-2.3%
O=c1c2ccccc2nc(-c2ccccc2F)n1-c1ccccc1	-2%	0.0%	11%	7%	-11%	-5%	1.1%	12%	1.7%
CCC(=O)c1ccc(OC)c(OC)c1	20%	0.2%	6%	5%	-4%	-5%	-0.1%	8%	-0.9%
Cc1ccsc1C(=O)C1CCCN(Cc2c(C)nn(C(C)C)c2C)C1 (stereo unspecified)	-8%	-1.4%	-7%	20%	29%	-3%	-0.4%	-17%	-0.4%
Cc1ccc(-n2c(CNCc3ccc(F)cc3)nc3ccccc3c2=O)cc1	-1%	0.2%	3%	11%	0%	2%	0.3%	-2%	0.3%
COc1cc(C)cc2oc(=O)c(CC(=O)N3C[C@H]4C[C@@H](C3)c3cccc(=O)n3C4)c(C)c12	-12%	-0.1%	7%	0%	8%	-1%	/	4%	-0.1%
C=Cn1ccnc1P(=S)(c1nccn1C=C)c1nccn1C=C	-6%	0.1%	-1%	-5%	-1%	-2%	1.1%	-7%	-0.8%
COc1ccc(C(c2ccc(OC)cc2)C(Cl)(Cl)Cl)cc1	/	-0.5%	1%	/	/	-5%	4.0%	/	/
CCCCn1c(O)c(C(CC)=NCc2ccco2)c(=O)[nH]c1=O	-8%	-1.6%	-10%	15%	3%	-6%	1.1%	15%	1.3%
OC1(c2ccccc2F)CC2CCC(C1)N2CCN1CCOCC1 (stereo unspecified)	10%	4.2%	4%	-2%	3%	7%	3.0%	-5%	-1.0%
COC(=O)CN1C(=O)C2(C(C(=O)OC)=C(N)Oc3ccccc32)C2=C1CC(C)(C)CC2=O (stereo unspecified)	6%	-1.2%	-4%	0%	5%	-3%	1.7%	6%	21%
CC(C)CCNC(=O)c1c(N)n(CC2CCCO2)c2nc3ccccc3nc12 (stereo unspecified)	-9%	-0.3%	8%	0%	-1%	-8%	13%	10%	1.6%

Not all compounds are listed (hit frequency here may not be typical).
